# Pf Dd2 growth = blocks in vitro growth of P. falciparum Dd2 | AID 1347417 | P. falciparum Dd2 growth, SYBR Green, 72 h | actives 4.3% (n = 120,000) | Potency, µM (titrated, usually from 28.9 µM), inactives show at the top dose activity, negative = inhibition, actives largely listed as inhibitors; active means well fitted inhibition curve with a large enough effect; inconclusive means small, poorly fitted or top-dose-only effect; inactive means no such curve, though single readings can be large or run the other way;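 further: plate controls were DMSO vehicle for no effect and reference drug for full effect; nearly all actives have a fitted effect of over 65% in size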
#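 Infected erythrocytes (Dd2, 0.3% parasitemia, 2.5% hematocrit final) are added to compound in RPMI-1640/Albumax II medium, grown 72 h at 37C in low oxygen, then lysed with saponin/Triton-X containing SYBR Green and read by fluorescence.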
# * marks the source's active call; other numbers are inactive results; i = inactive; ? = inconclusive; [ ] = another dose, or the depositor's remark. Potency means the concentration at half of the fitted maximal effect.
SMILES,Pf Dd2 growth
COc1ccc(-c2noc(CCC(=O)Nc3ccc(C(F)(F)F)cc3)n2)cc1,-16%
COc1ccc(CCNC(=O)Cn2ccc3cc(S(=O)(=O)N4CCCCC4)ccc32)cc1OC,22%
CN1CCCCCC(O)c2cc(C(=O)N3CCN(c4ncccn4)CC3)ccc21 (stereo not given),i
Cc1ccc(C)c(CC(=O)NCc2cc3n(n2)CCN(C(=O)N(C)C)C3)c1,-2%
Cc1ccc(C2Cn3cnc(C(=O)N4CCC(C(=O)NCc5ccc(F)cc5F)CC4)c3CO2)cc1 (stereo not given),i
COc1ccc(-c2oc3ncn4nc(COc5ccc(Cl)cc5)nc4c3c2-c2ccc(OC)cc2)cc1,?
COCC1CN(Cc2ccsc2)CC12CCNCC2 (stereo not given),-19%
CCOc1ccc(NC(=O)CN(c2ccc(CC)cc2)S(=O)(=O)c2c(C)noc2C)cc1,8%
Cc1ccc(-c2nc(C3CC(=O)N(C4CCCCC4)C3)no2)s1 (stereo not given),-23%
Cc1noc(C)c1-c1cc2c(cc(C)n2C)c(NCCCn2ccnc2)n1,?

# A run of entries taken from the entries so far, as a working copy:
SMILES,Pf Dd2 growth
COc1ccc(-c2noc(CCC(=O)Nc3ccc(C(F)(F)F)cc3)n2)cc1,-16%
COc1ccc(CCNC(=O)Cn2ccc3cc(S(=O)(=O)N4CCCCC4)ccc32)cc1OC,22%
CN1CCCCCC(O)c2cc(C(=O)N3CCN(c4ncccn4)CC3)ccc21 (stereo not given),i
Cc1ccc(C)c(CC(=O)NCc2cc3n(n2)CCN(C(=O)N(C)C)C3)c1,-2%
Cc1ccc(C2Cn3cnc(C(=O)N4CCC(C(=O)NCc5ccc(F)cc5F)CC4)c3CO2)cc1 (stereo not given),i
COc1ccc(-c2oc3ncn4nc(COc5ccc(Cl)cc5)nc4c3c2-c2ccc(OC)cc2)cc1,?
COCC1CN(Cc2ccsc2)CC12CCNCC2 (stereo not given),-19%

# Next section
SMILES,Pf Dd2 growth
CN1CCc2c([nH]c3ccccc23)C12CCN(C(=O)c1ccc(Cn3ccnc3)o1)CC2,?
COc1ccccc1N1CCN(c2ccc(=O)n(CC(=O)Nc3ccc(F)c(F)c3)n2)CC1,-21%
CC(NC(=O)c1ccc(OC(F)(F)F)cc1)C(=O)N1CCN(c2ccccn2)CC1 (stereo not given),-9%
Cc1ccc(Cl)cc1N1CCN(C(=O)Cn2c(-c3cccs3)cc3cc(F)ccc32)CC1,?
O=C(NCCC1CCN(C(=O)Nc2cccc(F)c2)CC1)c1ccoc1,i
CC(C)c1nnc(C2CN(C(=O)CCN3CCOCC3)CC23CCOCC3)o1 (stereo not given),12%
CCn1c(CO)nnc1C1CC(NC(=O)c2sccc2N)C1 (stereo not given),-24%
CC(C)(C)OC(=O)N1CCC(c2c(C(=O)Nc3ccc4c(c3)OCCO4)cnn2-c2ccc(F)cc2)CC1,7.9µM*
Cc1ccc2[nH]c(=O)c(CCC(=O)N3CCN(CC(C)C)CC3)cc2c1,?
COCCNC(=O)c1ccc2c(c1)N(Cc1cc(C)ccc1C)C(=O)c1ccccc1S2(=O)=O,-25%
CC1=C(C(N)=O)C(c2cccc(Br)c2)n2nc(SCc3ccccc3Cl)nc2N1 (stereo not given),-8%
COCC1CN(C)CC12CCN(C(=O)C1CC=CC1)CC2 (stereo not given),19%
COc1ccc2c(c1)CCN=C2C[C@H]1CN(C(=O)C(=O)O)CC[C@H]1CC(=O)O,1%[44.1 µM]
COc1ccc(C(=O)N2CCC3(CC2)CC(c2nc(C)no2)N(C)C3)cc1F (stereo not given),?
Cc1ccc2c(c1)c1c(c(=O)n(Cc3ccccc3)c(=O)n1CC(=O)Nc1ccccc1C)n2C,-15%
Cc1nc2c(c(-c3ccc(O)cc3)n1)CN(C(=O)Nc1ccccc1)CCC2,?
COc1cccc(NC(=O)/C(C#N)=C\c2cn(Cc3ccc(Cl)cc3)c3ccccc23)c1,?
COC(=O)c1ccccc1NC(=O)Cn1cccc1-c1nc(-c2ccccc2)no1,21%
Cc1ccc(NC(=O)C(=O)NCC(c2cccnc2)N2CCN(Cc3ccccc3)CC2)cc1F (stereo not given),8.9µM*
COc1cc(OC)c(OC)cc1CN1CCc2nc(N3CCN(c4ncccn4)CC3)ncc2C1,7.9µM*
Cc1ccc(-c2nnc(C3CN(C(=O)c4ccc(C)s4)CC34CCOCC4)o2)cc1 (stereo not given),i
COc1ccccc1-c1cn2c(n1)CO[C@@H](CNC(=O)c1ccc(Cl)cc1)C2,?
COCCN1CCNc2nc(COc3ccc(Cl)cc3OC)n(Cc3ccccc3)c2C1=O,i
Cc1cc(C)c([S+](=O)([O-])c2nnn3c2nc(N2CCC(F)CC2)c2ccccc23)c(C)c1,11µM*
CN1C[C@H](C(=O)Nc2cccc(Cl)c2)C[C@H]1c1cccc(C(F)(F)F)c1,?
CN1[C@@H](CCC(=O)NCc2cccnc2)CNC(=O)[C@@H]2[C@H]1CCN2Cc1ccc(O)cc1,22%
O=C(Nc1ccc(F)cc1)c1cc2n(n1)CC(c1ccc3c(c1)OCO3)OC2 (stereo not given),-17%
CCOc1ccc(NC(=O)c2sc3nc4c(c(-c5ccccc5)c3c2N)C(=O)CC(C)(C)C4)cc1,?
CCC(C)C1=NS(=O)(=O)c2cc(NC(=O)C3CC3)ccc2N1c1ccccc1 (stereo not given),?
O=C(C1CCCC1)N1Cc2ccccc2CC2(CCCN(Cc3ccccc3)C2)C1 (stereo not given),?
COc1ccc(OC)c(S(=O)(=O)N2Cc3ccccc3CC2C(=O)Nc2ccc(C(C)=O)cc2)c1 (stereo not given),i
CC1(c2ccccc2)N(Cc2cccnc2)C(=O)OC12CCN(C(=O)Cc1ccccc1)CC2 (stereo not given),i
Cc1cc(C)c(CNC(=O)c2nc(-c3ccccc3O)cc3c2ccn3C(C)C)c(=O)[nH]1,?
COc1ccc(-c2ccc3ncn(C)c(=O)c3n2)cc1OC,?
COc1ccc(-c2noc([C@@H]3CCCN3C(=O)c3ccccn3)n2)cc1,18%
O=c1c2sc3ccccc3c2n(Cc2ccc(Cl)cc2)c(=O)n1Cc1ccco1,-13%
COc1cccc(CN2C(=O)OC3(CCN(C(=O)c4ccn(C)n4)CC3)C2(C)c2cccnc2)c1 (stereo not given),i
CNC(=O)c1cc(-c2ccccc2OC)cc2c1OCCN2Cc1cccnc1,-5%[44.1 µM]
O=C(N1CCN(S(=O)(=O)c2ccc3c(c2)CCC3)CC1)N1CC2CC(C1)[C@H]1CCCC(=O)N1C2 (stereo not given in full),i
CCOC(=O)c1cc(S(=O)(=O)Nc2ccc(OC)c(Cl)c2)[nH]n1,-19%
CC(C)NC(=O)N1CCC2(CC1)CN(C(=O)Cc1cccc(O)c1)Cc1ccccc1O2,?
Cc1noc(C)c1-c1cc2c(c(-c3ccccc3)c1)C(=O)N(C)C2,i
COc1ccc(C(=O)N2CCC3(CC2)N=C(c2ccc(Cl)cc2)NO3)cc1OC,-17%
COc1ccc(C(=O)N2CCCCCCNC(=O)[C@@H]3C[C@@H](c4nc(C(C)C)no4)C[C@@H]32)cc1,i
CCCc1nc(C2CC(=O)N(C3CCCCC3)C2)no1 (stereo not given),1%
Cc1cccc(N2CCN(C(=O)CCn3c(=O)c4cccn4c4cccnc43)CC2)c1C,-16%
COc1ccc(CNC(=O)[C@@H]2CCC[C@@H](NC3CCC3)CN(C)C(=O)C2)cc1,21%[44.1 µM]
COc1cccc(C(=O)NCCc2csc(-c3cccc(F)c3)n2)c1OC,8%
COc1ccc(CNC(=O)c2cc3c(=O)n(Cc4cccnc4)ccc3nc2C)cc1,9%[5.79 µM]
Cc1ccc(C2Cn3nnc(C(=O)N4CCC(C(=O)NC5CCCC5)CC4)c3CO2)cc1 (stereo not given),i
# The listing continues.
SMILES,Pf Dd2 growth
CCC(C)NC(=O)CN1C(=O)C(c2ccccc2)=NC1(C)C (stereo not given),34%
O=[S+]1([O-])NCC2(CCN(Cc3ccsc3)CC2)Nc2ccccc21,-23%
CC(C)n1nc(OC(C)(C)C(=O)NCc2cnccn2)c2cc(CN3CCOCC3)ccc21,-5%
Cc1ccc(NC(=O)N2CCC(CCNC(=O)CCC3CCCC3)CC2)cc1F,-17%
Cc1nn(Cc2noc(C(=O)NC(C)c3ccccc3)n2)c(C)c1Br (stereo not given),-7%
CCN(c1ccccc1)c1ncnc2c1cnn2-c1ccc(OC)cc1,?
COc1ccc(CCNC(=O)c2cc3c(-c4ccccc4F)nn(C)c3s2)c(OC)c1,-16%
COc1ccc(C(=O)N2CCC(c3ccncc3)CC2)cc1OC,?
COc1cccc(C(=O)N2C[C@@H](COc3ccccc3)[C@H](C(N)=O)C2)c1,-20%
CCCn1cc(S(=O)(=O)c2ccc(C)c(C)c2)c(=O)c2cc(F)c(N3CCCCC3)cc21,1%
O=C(N1CCCC1)N1CCCC(c2nnc3n2CCNC3)C1 (stereo not given),10%
COc1ccc(C(=O)Nc2cc(C(C)C)c(O)c(S(=O)(=O)c3ccc(Cl)cc3)c2C)cc1,?
O=C(Nc1cccc(-c2nnc3n2CCCC3)c1)c1ccsc1,?
CCOC(=O)CCNC(=O)N1CCc2c(nc3cc(-c4ccccc4)[nH]n3c2=O)C1,i
O=C(NCC1CN(C(=O)Cc2cccc(OC(F)(F)F)c2)CC12CN(c1ccccc1)C2)Nc1ccccc1 (stereo not given),-9%
Cc1nc2nc(SCC(=O)NCCc3ccccc3)nn2c(C)c1Cc1c(F)cccc1Cl,-12%
O=C(NCc1ccccc1)N1CCC(N2CC(OCC3CC3)C23CCOCC3)CC1 (stereo not given),-8%
c1ccc2c(c1)cnn2CCCn1ccnc1-c1cc2n(n1)CCCNC2,-10%
COc1ccc(CCNC(=O)c2nn(-c3ccc(C)cc3)c(=O)c3c2c2ccccc2n3C)cc1OC,?
O=C(NCc1ccccc1)c1ccccc1OC1CN(Cc2cccc(F)c2)C1,?

# Part of the list above in order of length of the SMILES, low to high.
SMILES,Pf Dd2 growth
O=C(Nc1cccc(-c2nnc3n2CCCC3)c1)c1ccsc1,?
O=C(NCc1ccccc1)c1ccccc1OC1CN(Cc2cccc(F)c2)C1,?
CCOC(=O)CCNC(=O)N1CCc2c(nc3cc(-c4ccccc4)[nH]n3c2=O)C1,i
COc1ccc(C(=O)Nc2cc(C(C)C)c(O)c(S(=O)(=O)c3ccc(Cl)cc3)c2C)cc1,?
O=C(NCC1CN(C(=O)Cc2cccc(OC(F)(F)F)c2)CC12CN(c1ccccc1)C2)Nc1ccccc1 (stereo not given),-9%

# The listing continues.
SMILES,Pf Dd2 growth
COc1cc2c(cc1NC(=O)COc1ccc(Br)cc1)oc1ccccc12,78%[activator]
CCOc1ccc(NC(=O)Cn2cnc3sc(C)c(S(=O)(=O)N4CCN(c5ccccc5OC)CC4)c3c2=O)cc1,?
CCCOc1ccc(CNC(=O)c2cc3oc4ccccc4c3n2C)cc1,53%[activator]
CCCCOc1ccc(C(=O)N(Cc2nc(-c3ccc(Cl)cc3)no2)C(C)C)cc1,-25%
COCCNC(=O)[C@@H]1C[C@@H](O)CN1C1CCN(C(=O)C2CCCC2)CC1,6%
CN(Cc1cccc(C(F)(F)F)c1)C(=O)c1ccccc1,i
CCc1nc2c(c(-c3ccc(Cl)cc3)n1)CN(C(=O)c1ccccc1F)CC2,-11%
Cc1ccccc1-c1nc2cnccn2c1NCCC(=O)N1CCC(C)CC1,i
COc1ccc(-n2nc(C(=O)Nc3cc(C)ccn3)c3c4ccccc4n(C)c3c2=O)cc1Cl,?
Cc1ccc(-c2nnc(Nc3ccc(Cl)c(Cl)c3)c3ccccc23)cc1S(=O)(=O)N(C)C,10µM*
CCc1cccc(C)c1NC(=O)Nc1csc2c1CCCC2,42%[activator][5.79 µM]
CCC(O)c1cc2n(n1)CCN(C(=O)Cc1noc3ccccc13)C2 (stereo not given),-10%
COc1ccc(NC(=O)N2CCc3c(nc4cc(-c5ccccc5)[nH]n4c3=O)C2)c(C)c1,i
Cc1nc(-c2ccc(S(=O)(=O)N(C)Cc3ccccc3)cc2)co1,24%
c1ccc(OCc2cc(CC3(NCc4ccco4)COC3)no2)cc1,?
O=C(NCC1(COc2ccccc2)C[C@@H](O)[C@@H](O)C1)c1ccc(F)cc1 (stereo not given in full),?
Cc1ccc(CCNc2ncnc3onc(-c4ccc(F)cc4)c23)cc1,106%[activator]
CC(C)c1ccc(CNC(=O)c2ccc(N3CCCC3)c(NC(=O)NCc3ccccc3)c2)cc1,-7%
CN(C)C[C@@H]1CN(S(C)(=O)=O)C[C@H]1NC(=O)COc1ccc(Cl)cc1,?
COc1ccc(C(=O)NC[C@@H]2C=C(C)[C@H](CC(=O)O)C[C@H]2C(C)C)cc1,-5%[44.1 µM]
COc1ccc(C2=Nc3ccccc3NC(c3cccs3)=N2)cc1,21%
O=C(CSc1ccc2nc(-c3ccccc3)cn2n1)Nc1ccccc1C(F)(F)F,11%
CC(C)N1C[C@H](O)C[C@H]1c1nnc2n1CCN(C(=O)c1cccn1C)CC2,19%
COc1ccc(Cn2c(=O)c3oc4ccccc4c3n(Cc3ccc(F)cc3)c2=O)cc1,-18%
Cc1cc(C)cc(NC(=O)Cc2c(C(=O)O)c(C)cn2C)c1,0%
CCn1cc(CN2CC[C@H]3C(=O)NCCCCCCN(Cc4ccncc4)[C@@H]3C2)c(C)n1,i
CN(C)CCNC(=O)c1ccc(-c2nn(C)c(=O)c3ccccc23)cc1,-27%
CN1CCN(C(=O)Cc2c[nH]c3ncc(-c4ccc(CO)cc4)cc23)CC1,?
CCOCCCNC(=O)C1CCN(c2cc(C)nc3c(-c4ccc(Cl)cc4)c(C)nn23)CC1,29%
COc1ccccc1CNC(=O)C(NS(=O)(=O)c1cccs1)C(C)C (stereo not given),i
CCCS(=O)(=O)Nc1ccc(=O)n2c1[C@@H]1C[C@@H](CN(S(=O)(=O)c3ccc(OC)cc3)C1)C2,-4%
CCC(C)NC(=O)C1COC2(CCN(C(=O)c3cccc(Cl)c3)CC2)N1C(=O)c1ccccc1C (stereo not given),?
COc1ccc(C(=O)N2CCC3(CC2)CCC(O)(CN(C)C)CC3)cc1OC,-1%

# Screening results from PubChem BioAssay.

# The list is partial (hit frequency here may not be typical).
